From PubChem BioAssay
MKP-1 inh – MKP-1 phosphatase inhibitors, primary screen, biochemical, in vitro. 65,000 tested, 0.15% active. inhibition, %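 (compounds tested at a single concentration somewhere between 10 and 100 µM)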. recombinant MKP-1, OMFP hydrolysis fluorescence. Dual specificity protein phosphatase 1 (Homo sapiens), P28562;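 active = inhibition above about 50%, limit read from the data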;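 also: 0% = DMSO max control wells and 100% = wells with enzyme stopped by NaOH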
Target sequence (P28562 whole entry, looked up): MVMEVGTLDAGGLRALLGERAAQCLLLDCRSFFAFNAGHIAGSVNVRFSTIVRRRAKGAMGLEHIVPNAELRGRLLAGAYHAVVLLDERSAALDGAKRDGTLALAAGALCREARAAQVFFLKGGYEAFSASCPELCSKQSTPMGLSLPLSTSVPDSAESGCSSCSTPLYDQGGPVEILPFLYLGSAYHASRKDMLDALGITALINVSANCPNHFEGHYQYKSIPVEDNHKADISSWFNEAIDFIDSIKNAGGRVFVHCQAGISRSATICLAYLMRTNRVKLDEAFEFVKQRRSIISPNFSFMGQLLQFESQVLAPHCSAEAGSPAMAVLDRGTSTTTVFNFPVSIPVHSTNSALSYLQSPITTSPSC
PKA kinase inh – inhibitors of human PKA kinase activity, primary screen, biochemical, ATP-depletion luminescence, Kemptide substrate; cAMP-dependent protein kinase catalytic subunit alpha (Homo sapiens), P17612; PKA Kemptide phosphorylation, Kinase-Glo ATP luminescence; inhibition, % at 6 µM; 65,000 tested, 0.1% active;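 active = inhibition above the screen-wide mean inhibition plus 3 SD, cut at about 21% in these data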; also: many of its hits are not listed in these tables
ROCK2 blocker – inhibitors of human ROCK2 kinase, primary screen, biochemical, high-throughput, luminescence; inhibition, % at 6 µM; Rho-associated protein kinase 2 (Homo sapiens), O75116; 60,000 tested, 0.35% active; purified ROCK2, Kinase-Glo ATP depletion luminescence; AID 604, 2007;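 active = inhibition above the screen-wide mean inhibition plus 3 SD, cut at about 18% in these data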;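 also: plate controls were DMSO wells for no effect and Y-27632 control wells after no-enzyme background subtraction for full effect; many of its hits are not listed in these tables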
Jurkat tox 60K – cytotoxicity toward Jurkat T cells, primary screen, cytotoxicity control, cell-based, Jurkat E6.1, 60K MLSMR library. inhibition, % at 4 µM. Jurkat E6.1 viability, ATP luminescence, 48 h. AID 463, 2006. 56,000 tested, 1.2% active;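 active = inhibition above the mean inhibition of all tested compounds plus 3 SD, cut at about 28% in these data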
JNK3 inh – JNK3 kinase activity inhibitors, primary screen, biochemical, human, purified enzyme; HTS; inhibition, % at 8 µM; 60,000 tested, 0.61% active; AID 746, 2007; Mitogen-activated protein kinase 10 (Homo sapiens), P53779; in the data active = inhibition above about 17%;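 also: 0% = DMSO and 100% = reference inhibitor; many of its hits are not listed in these tables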
TNAP act DEA – human TNAP enzyme activators, primary screen, biochemical, luminescent, intermediate phosphate acceptor level; Alkaline phosphatase, tissue-nonspecific isozyme (Homo sapiens), P05186; purified TNAP, CDP-star luminescence, 100 mM DEA, 30 min; stronger effect = higher value; scale: 0 levamisole-inhibited, 1 vehicle-only enzyme; activation factor at 20 µM; 64,000 tested, under 10 active; AID 813, 2007;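 active = activation factor of at least 2 at 20 µM, relative to controls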
HEK293 NFkB inh – inhibitors of PMA/ionomycin-induced NF-kB reporter, primary screen, antigen receptor NF-kB inhibitor project, cell-based, HEK-293 luciferase reporter, luminescence. 62,000 tested, 0.21% active. inhibition, % at 3 µM. HEK-293 NF-kB luciferase reporter;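 active = inhibition above the mean of all tested compounds plus 3 SD, cut at about 40% in these data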;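 also: 0% = stimulated DMSO wells and 100% = 10 µM reference inhibitor 5653914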
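System – HEK-293 cells with stable firefly luciferase reporter driven by four HIV NF-kB elements · Doses – one dose, 3 µM · Schedule – 1 h compound pre-incubation, 16 h PMA/ionomycin at 37 °C · Technique – luminescence from luciferase substrate reagent · Measure – percent inhibition normalized per plate to DMSO and reference-inhibitor controls · Replicates – tested once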
Cdc25B block – inhibitors of Cdc25B phosphatase catalytic domain, primary screen, biochemical, OMFP fluorescence. M-phase inducer phosphatase 2 (Homo sapiens), P30305. recombinant Cdc25B, OMFP fluorescence Ex485/Em525. inhibition, %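 (compounds tested at 10 µM final in the well)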. 65,000 tested, 0.1% active. AID 368, 2006; in the data active = inhibition above about 50%
Target sequence (P30305 whole entry, looked up, the tested form may be a part): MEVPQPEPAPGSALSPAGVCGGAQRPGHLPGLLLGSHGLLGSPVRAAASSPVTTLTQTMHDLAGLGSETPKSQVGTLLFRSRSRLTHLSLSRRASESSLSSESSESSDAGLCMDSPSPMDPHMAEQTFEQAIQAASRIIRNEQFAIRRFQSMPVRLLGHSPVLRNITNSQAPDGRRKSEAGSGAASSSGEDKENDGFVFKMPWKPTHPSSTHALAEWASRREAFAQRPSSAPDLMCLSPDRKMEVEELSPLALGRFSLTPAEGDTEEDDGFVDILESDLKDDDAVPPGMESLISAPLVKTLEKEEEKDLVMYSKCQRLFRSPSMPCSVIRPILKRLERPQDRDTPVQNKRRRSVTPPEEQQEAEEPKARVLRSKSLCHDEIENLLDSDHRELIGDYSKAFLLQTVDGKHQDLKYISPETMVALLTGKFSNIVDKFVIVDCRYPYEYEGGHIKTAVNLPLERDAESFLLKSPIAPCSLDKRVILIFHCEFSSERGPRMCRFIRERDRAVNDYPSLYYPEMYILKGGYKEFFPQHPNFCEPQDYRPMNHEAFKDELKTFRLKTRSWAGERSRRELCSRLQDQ
MMP13 inh – human MMP13 inhibitors, primary screen, biochemical, FRET peptide cleavage; AID 570, 2006; 65,000 tested, 0.07% active; MMP-13 fTHP FRET cleavage, Mca fluorescence; inhibition, % at 4 µM;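 active = inhibition above the mean of compound-free control plate wells plus 3 SD, cut at about 14% in these data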;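 also: 0% = DMSO wells and 100% = wells with reference MMP-13 inhibitor after basal subtraction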
Starred values were filed as active, the others as inactive; · = not tested or not shown; & = joins results of further samples; [ ] = another dose, or the depositor's remark.

SMILES	MKP-1 inh	PKA kinase inh	ROCK2 blocker	Jurkat tox 60K	JNK3 inh	TNAP act DEA	HEK293 NFkB inh	Cdc25B block	MMP13 inh
C[N+]1(C)[C@@H]2CC[C@H]1CC(OC(=O)C(CO)c1ccccc1)C2 (stereo partly specified)	-4&-5	1&0	5&0	·	4&7	0.9&0.9	·	-14&-1	3&-5
CCCCCCOc1ccc(CN2CCN(CCO)CC2)cc1	2	0	5	2	2	1	-18	-16	-2
CC12CN3CC(C)(CN(C1)C3c1ccncc1)C2=O (stereo unspecified)	12	6	6	-6	4	0.9	1	-5	1
CN(C)c1nc(OCCNC(=O)COc2ccc(Cl)cc2Cl)nc(N2CCCCC2)n1	11	6	9	3	1	0.9	10	-21	3
Cc1ccc(S(=O)(=O)N2CCCC(C(=O)N3CCC4(CC3)OCCO4)C2)cc1 (stereo unspecified)	28	3	1	11	-2	0.9	11	0	-3
Cc1c2cnn(CC(=O)N3CCC4(CC3)OCCO4)c(=O)c2c(C)n1Cc1ccc(F)cc1	4	-1	1	11	-1	0.9	4	-5	-2
CC1(C)CC(n2[nH]c(=O)c3c2NC(=O)CSC3c2ccccc2)CCO1 (stereo unspecified)	-24	6	8	·	-3	1	·	15	-8
CN1CCC2(CC1)NC(=O)C1=C(CN(C)CC1)N2	-3	6	5	-8	2	0.8	9	-9	0
COc1ccc2c(c1OC)C(=O)OC2c1c(O)n(C2CCCCC2)c(=O)[nH]c1=O (stereo unspecified)	-6	3	3	·	-8	0.9	·	21	-5
Fc1ccc2c(c1)nnn2C1CCN(Cc2nnnn2CCc2ccccc2)CC1	12	0	-4	7	-3	1	13	4	-3
N#Cc1ccccc1Cn1cc(C(=O)c2ccco2)c2ccccc21	-7	8	4	-3	2	0.9	14	-5	6
c1ccc(CCN2CCC(N3CCN(c4ccccc4)CC3)CC2)cc1	-2	4	4	-6	0	1	14	-9	1
CCOc1ccc(-n2c(CC)nc3ccccc3c2=O)cc1	2	6	7	-2	2	1	3	0	-2
Cc1cc(OCC(=O)Nc2c(C)n(C)n(-c3ccccc3)c2=O)c2c3c(c(=O)oc2c1)CCC3	9	0	-1	-1	-4	0.9	4	3	-3
CCCCn1c(NC(=O)c2ccco2)c(C(=O)OCC)c2nc3ccccc3nc21	22	-5	-8	16	6	0.9	7	33	-109[fluorescence artefact?]
CC(C)=CCSc1nnc([C@@H](N)Cc2c[nH]c3ccccc23)o1	0	0	2	0	-2	1	2	-8	-2
CC(=O)c1cccc(OCC(O)CN2CC=C(c3ccccc3)CC2)c1 (stereo unspecified)	-13	-2	0	9	-5	0.9	10	9	0
C[C@H]1CCC[C@H](O)CCCCCc2cc(O)cc(O)c2C(=O)O1	10	3	4	3	3	1	10	-10	3
C=C1N2CCC(CC2)C1(O)c1ccccc1C (stereo unspecified)	19	-6	-4	7	4	1	19	6	2
Cc1sc2ncn(CC(=O)NCC(=O)N3CCC4(CC3)OCCO4)c(=O)c2c1C	2	0	6	3	0	·	20	4	-2

Ordered by length of the SMILES (ascending): some entries from above
SMILES	MKP-1 inh	PKA kinase inh	ROCK2 blocker	Jurkat tox 60K	JNK3 inh	TNAP act DEA	HEK293 NFkB inh	Cdc25B block	MMP13 inh
C=C1N2CCC(CC2)C1(O)c1ccccc1C (stereo unspecified)	19	-6	-4	7	4	1	19	6	2
CCCCCCOc1ccc(CN2CCN(CCO)CC2)cc1	2	0	5	2	2	1	-18	-16	-2
CN1CCC2(CC1)NC(=O)C1=C(CN(C)CC1)N2	-3	6	5	-8	2	0.8	9	-9	0
N#Cc1ccccc1Cn1cc(C(=O)c2ccco2)c2ccccc21	-7	8	4	-3	2	0.9	14	-5	6
c1ccc(CCN2CCC(N3CCN(c4ccccc4)CC3)CC2)cc1	-2	4	4	-6	0	1	14	-9	1
CC(=O)c1cccc(OCC(O)CN2CC=C(c3ccccc3)CC2)c1 (stereo unspecified)	-13	-2	0	9	-5	0.9	10	9	0
Fc1ccc2c(c1)nnn2C1CCN(Cc2nnnn2CCc2ccccc2)CC1	12	0	-4	7	-3	1	13	4	-3
CC1(C)CC(n2[nH]c(=O)c3c2NC(=O)CSC3c2ccccc2)CCO1 (stereo unspecified)	-24	6	8	·	-3	1	·	15	-8
CCCCn1c(NC(=O)c2ccco2)c(C(=O)OCC)c2nc3ccccc3nc21	22	-5	-8	16	6	0.9	7	33	-109[fluorescence artefact?]
C[N+]1(C)[C@@H]2CC[C@H]1CC(OC(=O)C(CO)c1ccccc1)C2 (stereo partly specified)	-4&-5	1&0	5&0	·	4&7	0.9&0.9	·	-14&-1	3&-5
CN(C)c1nc(OCCNC(=O)COc2ccc(Cl)cc2Cl)nc(N2CCCCC2)n1	11	6	9	3	1	0.9	10	-21	3
Cc1ccc(S(=O)(=O)N2CCCC(C(=O)N3CCC4(CC3)OCCO4)C2)cc1 (stereo unspecified)	28	3	1	11	-2	0.9	11	0	-3
COc1ccc2c(c1OC)C(=O)OC2c1c(O)n(C2CCCCC2)c(=O)[nH]c1=O (stereo unspecified)	-6	3	3	·	-8	0.9	·	21	-5
Cc1c2cnn(CC(=O)N3CCC4(CC3)OCCO4)c(=O)c2c(C)n1Cc1ccc(F)cc1	4	-1	1	11	-1	0.9	4	-5	-2
Cc1cc(OCC(=O)Nc2c(C)n(C)n(-c3ccccc3)c2=O)c2c3c(c(=O)oc2c1)CCC3	9	0	-1	-1	-4	0.9	4	3	-3

Remaining list, next part:
SMILES	MKP-1 inh	PKA kinase inh	ROCK2 blocker	Jurkat tox 60K	JNK3 inh	TNAP act DEA	HEK293 NFkB inh	Cdc25B block	MMP13 inh
O/N=C1/C(=C\c2ccccc2)N2CCC1CC2	25	10	10	-5	2	0.8	4	8	-2
O=P(CN1CCN(c2ccccc2)CC1)(N1CCCCC1)N1CCCCC1	5	2	3	-3	-4	0.9	10	-10	2
COC(=O)CC1(CC(=O)OC)C(=O)NC(=O)NC1=O	6	6	1	0	-2	0.9	12	0	-10
Cc1n[nH]c(C)c1CCN	6	9	5	-2	-2	0.9	7	0	4
Fc1ccc(NC2=NCCS2)cc1Cl	8	3	2	1	-2	0.9	-2	-4	4
COc1ccc(S(=O)(=O)Cc2ccc(C(=O)N3CCC4(CC3)OCCO4)o2)cc1	16	4	7	2	5	0.9	19	8	0
CCOC(=O)[C@@]1(C#N)[C@@H]2C=CC(C(N)=O)=CN2[C@@H](C(N)=O)[C@@H]1c1cccc(Cl)c1	-29	0	-14	·	-11	0.9	·	3	-13
CCOC(=O)C(O)(c1cn(C)c2ccccc12)C(F)(F)F (stereo unspecified)	0	-2	1	11	1	0.9	18	-1	2
CC(C)CCn1c(N)c(C(=O)OCC2CCCO2)c2nc3ccccc3nc21 (stereo unspecified)	31	-6	-1	3	1	1	5	5	-144[fluorescence artefact?]
CNCCc1c(C)n[nH]c1C	6	4	3	-1	-4	0.9	16	-18	2
O=c1[nH]c(=O)n(Cc2ccccc2)c(O)c1C=NCCN1CCOCC1	-9	3	7	·	4	0.9	·	-25	3
Cn1c(O)c(C=NCCN2CCN(C(=O)c3ccccc3)CC2)c(=O)n(C)c1=O	9	10	6	6	1	0.9	20	0	-11
CCCSc1nc(O)c(CC)c(=O)n1C(C)CC (stereo unspecified)	-9	2	4	4	1	0.9	6	-3	1
CN1CCN(c2ncnc3ccc(Br)cc23)CC1	1	12	1	2	-4	1	24	-7	3
CCOc1ccc2[nH]c(=O)c(CN(CCO)C3(c4nnnn4C4CCCCC4)CCCCC3)cc2c1	38	8	3	0	3	1	14	-8	-11
O=P1(Nc2cccnc2)COc2ccccc2OC1	-17	4	3	-8	2	1	4	4	-2
COc1ccc(Cl)cc1NC1=NCC(C)S1 (stereo unspecified)	3	5	0	0	-6	·	8	5	4
CNP(=S)(NC)OCCOc1ccc(OC)cc1	-12	5	6	-2	-9	0.9	6	-3	-6
CN1C(=O)C(Cc2cccc3ccccc23)C(=O)N(C)C1=O	-11	4	2	-7	6	0.9	1	-6	-3
Cc1c(N=Cc2c(O)n(CCc3ccc(F)cc3)c(=O)[nH]c2=O)c(=O)n(-c2ccccc2)n1C	-4	2	-3	·	6	0.9	·	-18	0
Cc1c2cnn(CC(=O)N3CCC4(CC3)OCCO4)c(=O)c2c(C)n1Cc1ccccc1F	1	10	3	0	-1	0.9	13	-6	-5
CN1C(=O)N(C)C(=O)C2(Cc3ccccc3N3CCOCC32)C1=O (stereo unspecified)	11	1	0	-9	0	0.9	12	7	6
CC1(C)CC(n2[nH]c(=O)c3c2NC(=O)CSC3c2ccc(F)cc2)CCO1 (stereo unspecified)	3	9	·	·	·	1	8	1	4
Cn1c(=O)cc(OCC(=O)N2CCN(Cc3ccc4c(c3)OCO4)CC2)c2ccccc21	28	4	8	4	6	1	16	-8	-9
C(#CCN1CCOCC1)COC/C=C/c1ccccc1	25	11	2	8	4	0.9	22	2	-2
COc1ccc(CC2C(=O)N(C)C(=O)N(C)C2=O)c(OC)c1	-8	-3	0	1	-4	1	13	-1	3
CC(C)OC(=O)c1c(N)n(CC2CCCO2)c2nc3ccccc3nc12 (stereo unspecified)	-11	3	8	1	10	1	-4	-1	-431[fluorescence artefact?]
O=C(c1cc2ccccc2oc1=O)N1CCC2(CC1)OCCO2	2	-4	-1	3	2	0.9	12	-9	-1
CC(C)OCCCNC(=O)c1c(N)n(Cc2cccs2)c2nc3ccccc3nc12	31	-1	3	-2	-8	1	14	6	-85[fluorescence artefact?]
O=C(c1cc(-c2ccccc2)nc2ccccc12)N1CCC2(CC1)OCCO2	39	6	·	·	·	0.9	6	-19	-1
CCCCOC(=O)COc1cc(C)cc2oc(=O)c3c(c12)CCC3	11	5	4	-5	7	0.9	14	-4	-11

Complete entries as entered above. Order of screens: MKP-1 inh | PKA kinase inh | ROCK2 blocker | Jurkat tox 60K | JNK3 inh | TNAP act DEA | HEK293 NFkB inh | Cdc25B block | MMP13 inh
`O=C(c1cc2ccccc2oc1=O)N1CCC2(CC1)OCCO2` is listed as 2 | -4 | -1 | 3 | 2 | 0.9 | 12 | -9 | -1
`CC(C)OCCCNC(=O)c1c(N)n(Cc2cccs2)c2nc3ccccc3nc12` is listed as 31 | -1 | 3 | -2 | -8 | 1 | 14 | 6 | -85[fluorescence artefact?]

An excerpt; the hit share may differ from the screen's.
